Screening results: PubChem, Fisher Drug Discovery Resource Center
NPYLR7 agonist: mosquito NPYLR7 agonism. AID 1259423. hit rate 0.15% among 270,000. HEK293T NPYLR7/Galpha15, GCaMP6s calcium fluorescence. activation, % at 10 µM; in the data active = activation above about 40%;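 also: 0% = vehicle and 100% = reference agonist at the receptor; some compounds past the cut are filed as inactive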
mcGAS lum: mouse cGAS inhibition by luminescence | hit rate 0.15% among 160,000 | Q8C6L5 | inhibition, % at 12.5 µM | AID 1259399 | recombinant cGAS, Kinase-Glo ATP depletion luminescence;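 also: 0% = negative control wells and 100% = reference inhibitor with no enzyme activity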
hcGAS lum: blocks human cGAS activity. Q8N884. recombinant h-cGAS, ATP depletion, Kinase-Glo luminescence. inhibition, % at 12.5 µM. AID 1259398. hit rate 0.081% among 290,000;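 also: 0% = vehicle reaction and 100% = reaction without DNA for no activity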
Target sequence (Q8N884 whole entry, looked up): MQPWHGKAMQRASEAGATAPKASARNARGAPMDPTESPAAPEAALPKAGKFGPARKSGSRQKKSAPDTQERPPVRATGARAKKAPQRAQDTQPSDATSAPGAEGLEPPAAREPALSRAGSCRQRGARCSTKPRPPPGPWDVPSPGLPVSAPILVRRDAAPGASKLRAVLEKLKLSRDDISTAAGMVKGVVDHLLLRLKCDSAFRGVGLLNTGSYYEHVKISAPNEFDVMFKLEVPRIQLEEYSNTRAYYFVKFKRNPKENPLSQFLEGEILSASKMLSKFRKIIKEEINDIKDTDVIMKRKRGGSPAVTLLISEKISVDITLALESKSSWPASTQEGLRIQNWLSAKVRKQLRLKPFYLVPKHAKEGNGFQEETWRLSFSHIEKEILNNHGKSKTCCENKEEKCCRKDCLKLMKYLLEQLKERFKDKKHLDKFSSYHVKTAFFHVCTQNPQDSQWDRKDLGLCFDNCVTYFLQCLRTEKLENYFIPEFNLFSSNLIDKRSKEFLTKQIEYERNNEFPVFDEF
The depositor's hits bear a star; nt = no result given. Rule as the data show it, unless noted: active = inhibition above about 40%; inactive = the rest.

Fields – mcGAS lum, hcGAS lum, NPYLR7 agonist
[1] COc1ccc(S(=O)(=O)Nc2ccc(Nc3ccc(-n4ccc(C)n4)nn3)cc2)cc1C
    -11, -4, -3
[2] CC(CC(=O)N1CC(=O)N2CCc3c(F)cccc3C2C1)CC(C)(C)C (configuration not stated)
    -6, -5, -4
[3] O=C(C1CCN(S(=O)(=O)c2ccccc2C(F)(F)F)CC1)N(Cc1ccccc1F)C1CC1
    -7, -1, -7
[4] O=S(=O)(c1ccccc1)N1C2C=CC(C2)C1(C(F)(F)F)C(F)(F)Cl (configuration not stated)
    -4, -6, -1
[5] COc1c(C)cnc(CN(C)C(=O)c2cn[nH]n2)c1C
    -13, -2, 0
[6] CS(=O)(=O)NCC1CCCN(S(=O)(=O)c2ccc3c(c2)CCC3)C1 (configuration not stated)
    -1, 2, 0
[7] O=C(Cn1cnc([N+](=O)[O-])n1)Nc1cc(Sc2ccc(Br)cc2)cc([N+](=O)[O-])c1
    -8, -4, -12
[8] COc1cccc(CO[C@]2(C(=O)NCC3CCCO3)CC(OCc3ccccc3C#N)[C@H](O)[C@H](O)C2)c1 (some centres not stated)
    -5, -4, 18
[9] CCCC1SCCN1C(=O)c1cccc(NS(=O)(=O)c2cccs2)c1 (configuration not stated)
    nt, -3, 2
[10] CCCCOCCOCC(=O)N1CCC(n2nc(C(=O)OCC)cc2C(C)(C)C)CC1
    -5, -3, 0
[11] Nc1c(-c2nc(-c3ccc(F)cc3)cs2)c2ccccn2c1C(=O)c1ccc2c(c1)OCO2
    -6, -2, -1
[12] CCCCN(C)S(=O)(=O)NC1CCN(c2cccc(F)c2)CC1
    nt, -9, 12
[13] c1nc(NCCc2noc(C3CC3)n2)cc(N2CCCCC2)n1
    nt, -1, 3
[14] CNS(=O)(=O)c1ccc(CN2CCCOc3c(cccc3OC)C2)cc1
    -1, 1, 0
[15] CN(CCNC(=O)c1cccc2c1NCCC2)S(C)(=O)=O
    nt, -2, 9
[16] Cc1cc(C)nc(Sc2ccc([N+](=O)[O-])cn2)n1
    nt, -3, 6
[17] Cc1ccc(-c2nn3c(-c4cc(C(C)C)[nH]n4)nnc3s2)cn1
    nt, -8, -12
[18] CC(=O)O[C@H]1[C@H](NC(=O)Cc2cccs2)[C@H]2O[C@@H]1c1ccccc12
    -7, -7, 3
[19] COc1ccc(F)c(-c2nc(Cn3c(CO)nc4ccccc43)c(C)o2)c1
    -15, -4, 5
[20] COc1ccccc1-n1c(-c2ccc(Cl)cc2)cc(C(=O)NC2CC2)c1C
    -4, -9, 17
[21] CCCCn1c(=O)c2c(nc3n2CC(C)=NN3CCCO)n(C)c1=O
    -7, -5, 5
[22] N#Cc1ccc(CC(C#N)(Cc2ccc(C#N)cc2)c2nnc3n2CCCCC3)cc1
    nt, -2, 5
[23] CCN1C(=S)NC(c2ccc(NC(=O)COC)cc2)C(C(=O)OC(C)C)=C1C (configuration not stated)
    -3, -5, nt
[24] Cc1ccc(NC(=O)CN2C(=O)c3ccccc3C2=O)c(C(=O)O)c1
    -5, -6, -7
[25] CN1CCC(CNC(=O)c2cc3c(Cl)cccc3n2C)C1 (configuration not stated)
    nt, -10, 10
[26] O=C(NCCc1ccccn1)c1csc(COc2ccc([N+](=O)[O-])cc2)n1
    -7, -5, -2
[27] C=c1occc1=C1NN=C(SCC(=O)c2[nH]c(C)c(C(C)=O)c2C)O1
    nt, -2, 8
[28] Cc1ccc2c(c1)C(=O)NC1(CCN(Cc3ccccc3F)CC1)N2
    -9, -7, 20
[29] Cc1ccc(CSc2nc(=O)n(CCO)c3c2CCC3)cc1
    -11, -6, -4
[30] Cn1c(=S)[nH]c2sc3c(c2c1=O)CCC3
    nt, 5, -3

Continued.
Fields – mcGAS lum, hcGAS lum, NPYLR7 agonist
[31] CN(C)CC1(O)CCCN(C(=O)c2cccc(OCC(N)=O)c2)C1 (configuration not stated)
    nt, -7, -1
[32] Cc1c(NC(=O)C(=O)c2ccco2)cccc1C(=O)NC1CCCCC1
    nt, -6, -1
[33] O=C(CC12CC3CC(CC(C3)C1)C2)NNC(=O)C1CCCCC1
    nt, 4, 0
[34] Cc1ccc2c(c1)CCCN2C(=O)c1cnc2c(c1)c(=O)n(C)c(=O)n2C
    -14, -7, 6
[35] CC(C)CC(=O)N1CCC(Oc2ccc(C(=O)NCCN(C)C)cc2Cl)CC1
    nt, -12, 6
[36] O=C(CC1C=CCC1)NN1C(=O)NC(c2ccccc2)(c2ccccc2)C1=O (configuration not stated)
    nt, -5, 4
[37] Cc1nc2ccccc2nc1CN(C)Cc1cnn(-c2ccccc2)c1
    nt, -10, 0
[38] O=C1OC(c2ccccc2)=NC1=Cc1cccc(Oc2ccccc2)c1
    5, 4, -5
[39] Cc1cc(C(F)(F)F)c2c(C)nn(-c3ccc([N+](=O)[O-])cc3)c2n1
    nt, -2, 2
[40] Cc1ncsc1CCn1ccnc1-c1cc2ccccc2n(C)c1=O
    -2, -2, 4
[41] O=C(c1cccc(F)c1)N(Cc1nccn1Cc1ccc(F)c(F)c1)CC1CCCO1 (configuration not stated)
    -7, -10, 5
[42] CCCn1c(=O)c2c(nc3n2CC(C)CN3c2cc(OC)ccc2OC)n(C)c1=O (configuration not stated)
    -10, -8, nt
[43] CN(Cc1ccccc1)CC(O)CN1C(=O)NC2(CCCCCC2)C1=O (configuration not stated)
    nt, -6, 0
[44] CCC1=NN(C(=O)Cc2ccc([N+](=O)[O-])cc2)C(O)(c2ccc(Br)cc2)C1 (configuration not stated)
    nt, -4, -10
[45] COc1ccc(C(CNC(=O)c2cc(C3CC3)nc3c2c(C)nn3C)N2CCOCC2)cc1 (configuration not stated)
    -8, -10, 1
[46] NCCc1nc(NCc2cn[nH]c2-c2cccs2)c2ccccc2n1
    -18, -2, 23
[47] COc1ccc(CCNC(=O)c2cc3ccccc3oc2=O)cc1OC
    nt, -3, -1
[48] CCOCCCn1c(SCC(=O)NCc2ccccn2)nc2cc(C(=O)OCC)ccc21
    -5, -2, 2
[49] FC(F)(F)c1ccc(C2c3cccn3CCCN2Cc2cccc(Oc3ccccc3)c2)cc1 (configuration not stated)
    -4, -8, 20
[50] COc1ccc(-c2csc(-n3[nH]c(C)c(N=Nc4ccccc4C(=O)O)c3=O)n2)cc1
    -4, -3, 13
[51] O=[N+]([O-])c1ccccc1/C=C/C=N\Nc1nc(N2CCOCC2)nc(N2CCOCC2)n1
    -7, -3, -4
[52] CCCCN(C)S(=O)(=O)c1ccc2c(c1)nc(SCc1cc(OC)cc(OC)c1)n2C1CCCC1
    -7, -5, 4
[53] COCCN(Cc1cccn1Cc1ccc(F)cc1)CC(C)O (configuration not stated)
    -3, -8, -1
[54] CN(Cc1nc2ccccc2n1C)C(=O)C(C)(C)NC(=O)c1cccs1
    nt, -4, -1
[55] CC(C)(C)c1ccc2c(c1)CC(CNC(=O)C1CCCCC1)O2 (configuration not stated)
    -13, -7, 1
[56] COc1cccc(-c2nnc(SCc3nc(C(=O)N4CCN(Cc5ccccc5)CC4)cs3)n2-c2ccccc2)c1
    -6, -10, -3
[57] O=S(=O)(N1CCCCC1)N1CCN(Cc2ccccc2)C2(CCCCC2)C1
    -10, -3, 3
[58] CC1CC(=NNc2ccc(S(N)(=O)=O)cc2[N+](=O)[O-])CC(C)(C)C1 (configuration not stated)
    nt, -2, -7
[59] COCCOCC(=O)N1CCN(Cc2cc(=O)c(OCc3ccc(C(F)(F)F)cc3)co2)CC1
    -8, -5, 3
[60] CCS(=O)(=O)c1nc(S(=O)(=O)c2ccc(Cl)cc2)c(NCC(C)C)s1
    -3, -1, 4

New compounds follow.
Fields – mcGAS lum, hcGAS lum, NPYLR7 agonist
[61] CCN(Cc1cc(Br)ccc1O)C(=O)CCc1c(C)[nH]c(=O)c(C#N)c1C
    -11, -12, 5
[62] CCOC(=O)N1CCN(C(=O)Cc2csc(NC(=O)CN(C(=O)c3ccc(F)cc3)C(C)C)n2)CC1
    -7, -11, -2
[63] Cc1ccsc1-c1nc(COc2cccc(N3CCOCC3)c2)c(C)o1
    -11, -5, 11
[64] C#CCOCC(O)CN(CCC)Cc1c(C)nn(-c2ccc(Cl)cc2)c1Oc1ccccc1OC (configuration not stated)
    1, -2, -10
[65] COc1cc(C=C2C(=O)N(C)C(=O)N(C)C2=O)cc(I)c1O
    12, 12, 5
[66] Cc1ccc(S(=O)(=O)N(Cc2cccc(C)c2)C(=O)N2CCN(C)CC2)cc1
    -11, -9, 1
[67] CCOC(=O)c1c2c(n(NC(N)=O)c1C)/C(=C/c1ccccc1)CC2
    nt, -13, 1
[68] CC(C)CNCC1CN(CC(C)C)CCO1 (configuration not stated)
    -6, -4, -2
[69] CCC(C(=O)N1CCN(C(c2ccccc2)c2ccc(Br)cc2)CC1)c1ccccc1 (configuration not stated)
    -6, -3, 3
[70] O=C(Cn1ccn2nc(-c3ccc(Cl)cc3)cc2c1=O)Nc1cc(C(F)(F)F)ccc1Cl
    -1, -3, -2
[71] N#Cc1cccc(NC(=O)c2cnn(-c3cccnc3)c2)c1
    nt, -10, 8
[72] COc1cc(C2Nc3ccccc3C(=O)N2c2ccccc2)ccc1O (configuration not stated)
    -3, -6, -2
[73] Cc1ccc(NC(=O)N2CCC3(CC2)NC(C)C(=O)N3Cc2ccco2)cc1 (configuration not stated)
    nt, -2, 4
[74] Cc1cccc(Oc2ccc(Cl)cc2NC(=O)CN2CCCC2=O)c1
    nt, -9, 8
[75] N=C1CCCN1c1c(Cl)cccc1Cl
    nt, -8, 6
[76] Cc1ccc(C)c(C=NNS(=O)(=O)c2cc(C)ccc2C)c1
    -6, -6, -1
[77] CCOc1cc2c(cc1NC(=O)c1cc(C)cc(C)c1)OC(C)C2 (configuration not stated)
    -8, -5, 1
[78] CCN1CCCC1CNC(C)C(=O)Nc1ccc(Oc2ccccc2)cc1 (configuration not stated)
    nt, 16, 0
[79] Cc1cccc(C(=O)N2C(C(=O)N3CCN(C)CC3)COC23CCN(C(=O)Cc2ccccc2)CC3)c1 (configuration not stated)
    -5, -6, 0
[80] Clc1cc2c(c(CSc3nnc(-c4ccccc4)o3)c1)OCOC2
    -4, -4, 0
[81] COc1cccc2cc(C(=O)N3CCC(C(N)=O)CC3)oc12
    -4, -4, 13
[82] CO[C@H]1C[C@@H]2C[C@H](c3ccccn3)OC[C@]2(O)[C@@H]1N1CCN(c2ccccc2F)CC1
    -1, 0, 2
[83] c1ccc(Oc2ccc(-c3cc(NCCc4cccnc4)n4nccc4n3)cc2)cc1
    nt, -3, -2
[84] CCN(CC)S(=O)(=O)c1ccc(NN=C(C)c2ccncc2)nc1
    nt, -3, 1
[85] O=C(NNC(=O)c1cc2c(s1)-c1ccccc1OC2)c1ccccc1
    -7, -4, 2
[86] OCCNc1nc2nonc2nc1NCCO
    nt, 2, 6
[87] Cn1nc(C(=O)O)c2c1CCN(C(=O)CC(c1ccccc1)c1ccco1)C2 (configuration not stated)
    nt, -3, -2
[88] CC1SC(=N)N(c2ncc(Cc3cccc(Cl)c3)s2)C1=O (configuration not stated)
    -4, 0, -7
[89] O=S(=O)(c1cccc2nsnc12)N(CCc1ccccc1)Cc1ccccc1
    nt, 9, 7
[90] COC(=O)c1cccc(CN2C(=O)C(C)Sc3ccc(-c4cccc(OC)c4)cc32)c1 (configuration not stated)
    nt, 3, 2

3 structures out of the list, sorted by molar mass, falling:
Fields – mcGAS lum, hcGAS lum, NPYLR7 agonist
[43] CN(Cc1ccccc1)CC(O)CN1C(=O)NC2(CCCCCC2)C1=O (configuration not stated)
    nt, -6, 0
[85] O=C(NNC(=O)c1cc2c(s1)-c1ccccc1OC2)c1ccccc1
    -7, -4, 2
[84] CCN(CC)S(=O)(=O)c1ccc(NN=C(C)c2ccncc2)nc1
    nt, -3, 1

Carrying on:
Fields – mcGAS lum, hcGAS lum, NPYLR7 agonist
[91] CC(C)CN(CC(=O)N1CCc2sccc2C1c1ccc(F)cc1)C(=O)c1ccc([N+](=O)[O-])cc1 (configuration not stated)
    -4, -6, 5
[92] C#CCn1c(=NC(=O)C2=COCCO2)sc2cc(C(=O)OCC)ccc21
    nt, -8, 2
[93] N#Cc1cccc(OC2CC3CCC(C2)N3C(=O)c2ccc(CSc3cccc(C(F)(F)F)c3)cc2)c1 (configuration not stated)
    -7, -16, 8
[94] Cc1nc(CN2CC(OCc3ccncc3)CN(Cc3ccc4c(c3)OCCO4)CC2=O)cs1 (configuration not stated)
    1, 5, -9
[95] CN1CCN(C(=O)c2cccc(CSc3nc(N4CCOCC4)cc(C(C)(C)C)n3)c2)CC1
    -3, -6, 7
[96] Cc1nc(SCc2ccc(C(=O)NC3CC3)cc2)nc(N(C)Cc2ccccc2)c1C
    -4, -2, 8
[97] COc1cc(CN2C[C@H]3CC=CC[C@H]3C2)cc(OC)c1OC(C)C(=O)O (some centres not stated)
    0, -3, -3
[98] CCCCNC(=O)c1cn(CCC)cc2c(=O)n(-c3ccccc3)nc1-2
    -2, -2, 3
[99] CC(C)CNC(=O)c1cc(C(C)C)n(-c2nc3ccccc3s2)n1
    -1, 1, 7
[100] Cc1ccc2oc(=O)n(C3CCN(C(=O)Cc4ccccc4)CC3)c2c1
    -7, -3, 32
[101] Nc1nnc(CCCNC2CCC3(CCNCC3)CC2)s1
    nt, -7, 5

Compounds shown so far with a COOH group (4):
Fields – mcGAS lum, hcGAS lum, NPYLR7 agonist
[24] Cc1ccc(NC(=O)CN2C(=O)c3ccccc3C2=O)c(C(=O)O)c1
    -5, -6, -7
[50] COc1ccc(-c2csc(-n3[nH]c(C)c(N=Nc4ccccc4C(=O)O)c3=O)n2)cc1
    -4, -3, 13
[87] Cn1nc(C(=O)O)c2c1CCN(C(=O)CC(c1ccccc1)c1ccco1)C2 (configuration not stated)
    nt, -3, -2
[97] COc1cc(CN2C[C@H]3CC=CC[C@H]3C2)cc(OC)c1OC(C)C(=O)O (some centres not stated)
    0, -3, -3
